Source: PubChem (National Center for Advancing Translational Sciences (NCATS))
PLK1 PBD inh: inhibitors of human PLK1 polo-box domain binding; Plk1 PBD binding of FITC phosphopeptide, fluorescence polarization; Potency, µM, for inactives: max response, negative = inhibition, most hits filed as inhibitors; P53350; 360,000 compounds, 2.8% hits; also: potency is read from the fitted curve at half-maximal effect; series mostly up to about 57 µM; % is scaled to controls: 0 for no effect and ±100 for the full control effect; nearly all actives have a fitted effect of over 65% in size
DRD3 antagonist: blocks the human D3 dopamine receptor | P35462 | D3R cells, DiscoveRx beta-arrestin luminescence, antagonist mode; hits give low values | max response, negative = inhibition, % | 360,000 compounds, 2.5% hits; in the data active = max response below about -50%; inconclusive = no clear call, values can overlap the other calls; also: % is scaled to controls: 0 for no effect and ±100 for the full control effect; mostly tested at two doses, the higher about 12 µM
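Cells expressing the human receptor were seeded at 1500 cells/well, incubated overnight at 37 degrees C in 5% CO2, then exposed to library compounds with dopamine controls for 90 minutes at 37 degrees C before luminescent detection.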
PI5P4Ka inh: PI5P4K alpha (human) kinase inhibition. P48426. PI5P4Kalpha enzyme, ADP-Glo luminescence, 60 min; hits give low values. max response, %. 330,000 compounds, 1.2% hits. AID 652105; active = max response of -50% or lower; inconclusive = between -30% and -50%; inactive = -30% or higher; also: value at the top dose of about 77 µM; % is scaled to controls: 0 for no effect and ±100 for the full control effect
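Quantitative HTS of the MLSMR library against PI5P4Kalpha with substrate. ATP added last at 5 microM final; room temperature, 60 minutes. Remaining ATP depleted, ADP converted and read as luminescence.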
GLP-1R agonist: GLP-1 receptor (human) agonism; P43220; HEK293 GLP-1R CRE-luciferase, luminescence, 4-6 h; cells express a hypersensitive GLP-1R form; Potency, µM (titrated, usually from 45.6 µM), without a hit: at the highest dose activation, actives largely listed as activators; 380,000 compounds, 0.007% hits; AID 624172; also: potency is read from the fitted curve at half-maximal effect; % of control where 0% means no effect
IL2 activator: activates IL-2 in a cell-based reporter assay | IL-2 activation reporter assay, cell-based qHTS; stimulated with anti-CD3/CD4/CD28 beads; in transgenic mouse T cells | activation, % (series mostly up to about 46 µM) | 360,000 compounds, 0.065% hits; in the data active = activation above about 50%; inconclusive = mostly about 30% to 49%; also: 0% is about no effect
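Readout is EGFP and DsRed signal by fluorescent plate cytometry after 18 h at 37 degrees C. Transgenic mouse T cells (750/well) received compound for 60 min before bead stimulation (anti-CD3, anti-CD4, anti-CD28); memory T cells served as non-tolerant control.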
D3 ag: activates the human D3 dopamine receptor. P35462. D3R DiscoveRx beta-arrestin cells, luminescence, 90 min. max activation, %. 410,000 compounds, 0.58% hits. AID 652048; in the data active = max activation above about 30%; also: 0% is about no effect; mostly tested at two doses, the higher about 12 µM
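Agonist-mode cell screen: cells plated at 1500/well and incubated overnight at 37 °C, then exposed to library compounds for 90 min at 37 °C. Detection reagent was added for 30–60 min at room temperature, and luminescence was read.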
GLP-1R inv ag: inverse agonists of human GLP-1 receptor. P43220. HEK293 GLP-1R CRE-luciferase, luminescence, 24 h; GLP-1R form is constitutively active. Potency, µM (highest dose often 38.3 µM), without a hit: at the top dose activity change, negative = inhibition, hits mostly inhibitors. 410,000 compounds, 1.6% hits. AID 624417; also: potency is read from the fitted curve at half-maximal effect; % is scaled to controls: 0 for no effect and ±100 for the full control effect; nearly all actives have a fitted effect of over 55% in size
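HEK293 cells stably co-expressing constitutively active GLP-1R and a cAMP-responsive luciferase reporter were seeded in DMEM with 10% Nu serum, given compounds after 12 h, and incubated 24 h at 37 deg C. Luminescence was then read.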
HEK293 tox: cytotoxicity in counter-screen for GLP-1R inverse agonists; HEK293 cAMP-luciferase reporter cells, luminescence, 24 h; Potency, µM (titrated, usually from 38.3 µM), inactives show top-dose activity change, negative = inhibition, hits mostly inhibitors; 410,000 compounds, 0.13% hits;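 also: loss of luciferase light is scored as toxicity; potency is read from the fitted curve at half-maximal effect; % is scaled to controls: 0 for no effect and ±100 for the full control effect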
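A 23 nL compound transfer followed 12 hours of cell culture at 37 deg C; exposure then lasted 24 hr. Luciferase assay detection reagent was dispensed and plates read for luminescence after a 12 min room-temperature wait.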
WRN inhibitor: WRN helicase (human) inhibition | Potency, µM (titrated, usually from 114 µM), for the others: at the top dose activity change, negative = inhibition, most hits filed as inhibitors | WRN helicase unwinding, fluorescent forked duplex, kinetic | 360,000 compounds, 0.46% hits | Q14191 | AID 651768; also: potency is read from the fitted curve at half-maximal effect; % is scaled to controls: 0 for no effect and ±100 for the full control effect; nearly all actives have a fitted effect of over 55% in size
Target sequence (Q14191 whole entry, looked up): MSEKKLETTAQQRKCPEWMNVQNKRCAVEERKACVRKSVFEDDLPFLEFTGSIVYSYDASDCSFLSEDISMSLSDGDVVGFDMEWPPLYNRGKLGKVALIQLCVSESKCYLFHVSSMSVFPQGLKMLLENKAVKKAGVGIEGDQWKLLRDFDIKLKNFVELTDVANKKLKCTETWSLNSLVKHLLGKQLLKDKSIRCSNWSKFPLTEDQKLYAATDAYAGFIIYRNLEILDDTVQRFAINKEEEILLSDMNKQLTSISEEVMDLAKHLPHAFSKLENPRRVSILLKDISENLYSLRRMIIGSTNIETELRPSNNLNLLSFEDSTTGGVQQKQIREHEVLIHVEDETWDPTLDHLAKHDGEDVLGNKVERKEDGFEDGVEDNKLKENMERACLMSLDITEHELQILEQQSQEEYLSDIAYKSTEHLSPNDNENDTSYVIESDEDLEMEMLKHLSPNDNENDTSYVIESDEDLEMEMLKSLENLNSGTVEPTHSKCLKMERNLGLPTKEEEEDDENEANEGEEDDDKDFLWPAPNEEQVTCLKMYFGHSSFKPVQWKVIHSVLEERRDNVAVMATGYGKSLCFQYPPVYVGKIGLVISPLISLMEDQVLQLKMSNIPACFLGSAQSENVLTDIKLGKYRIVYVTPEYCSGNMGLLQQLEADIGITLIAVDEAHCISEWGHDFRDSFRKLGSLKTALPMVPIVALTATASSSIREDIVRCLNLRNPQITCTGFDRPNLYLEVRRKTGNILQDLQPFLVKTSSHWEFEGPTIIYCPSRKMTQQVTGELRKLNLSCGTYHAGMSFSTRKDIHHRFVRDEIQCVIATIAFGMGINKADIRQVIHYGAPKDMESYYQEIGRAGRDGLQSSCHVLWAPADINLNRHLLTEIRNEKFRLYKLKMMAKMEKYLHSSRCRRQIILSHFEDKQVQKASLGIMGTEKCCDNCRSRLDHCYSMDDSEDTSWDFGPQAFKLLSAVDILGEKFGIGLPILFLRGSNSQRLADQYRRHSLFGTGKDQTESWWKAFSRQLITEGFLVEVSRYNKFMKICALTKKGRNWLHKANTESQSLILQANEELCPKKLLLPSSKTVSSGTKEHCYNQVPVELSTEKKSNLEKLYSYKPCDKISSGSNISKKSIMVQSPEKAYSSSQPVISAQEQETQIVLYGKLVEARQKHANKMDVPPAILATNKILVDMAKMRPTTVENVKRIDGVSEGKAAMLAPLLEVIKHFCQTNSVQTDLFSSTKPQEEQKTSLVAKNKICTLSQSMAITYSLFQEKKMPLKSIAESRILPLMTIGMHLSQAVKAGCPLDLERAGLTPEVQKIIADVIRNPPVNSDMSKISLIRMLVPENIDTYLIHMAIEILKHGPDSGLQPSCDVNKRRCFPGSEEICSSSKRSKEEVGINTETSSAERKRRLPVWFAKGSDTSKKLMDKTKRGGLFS
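WRN at 20 nM final preincubated with compound 15 min at room temperature; reaction started with 100 nM fluorophore/quencher forked duplex oligonucleotide and 2 mM ATP final. Unwinding followed kinetically by red fluorescence (ex 525, em 598 nm).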
The depositor's hits bear a star; ? = inconclusive; . = no result given; [ ] = another dose, or the depositor's remark. Unless noted, calls follow the shape of the dose curve; as a rule, active = well fitted curve in the direction sought with a large enough effect; inconclusive = small, poorly fitted or top-dose-only effect, or another doubt; inactive = no such curve, though single readings can be large; an effect the other way counts as inactive or inconclusive.

SMILES | PLK1 PBD inh | DRD3 antagonist | PI5P4Ka inh | GLP-1R agonist | IL2 activator | D3 ag | GLP-1R inv ag | HEK293 tox | WRN inhibitor
COCCNC(=O)COc1ccccc1Cl | -3.1% | 13.2 | -6.7 | -12.4% | -0.4 | 3.7 | 3.3% | -1.2% | 3.8%
C=C1C(C(=O)Nc2ccccc2)C1C(=O)Nc1ccccc1 (configuration not stated) | -11.6% | 12.5 | 0.3 | -2.5% | 2.2 | 5.0 | -7.9% | -20.4% | -1.5%
CCC1(C)Cc2c(sc3nn[nH]c(=O)c23)CO1 (configuration not stated) | 21.2µM* | 21.2 | . | -12.3% | 1.7 | 6.5 | 0.0% | -3.9% | 4.8%
Cc1cccc(NS(=O)(=O)c2cc(C(=O)OC(C)C(=O)NCc3ccc4c(c3)OCO4)ccc2C)c1 (configuration not stated) | -2.8% | -9.5 | -5.6 | -1.9% | -0.7 | 2.4 | ? | -22.6% | -1.0%
COC(=O)c1ccc(C(=O)OC)c(NC(=O)c2cccnc2)c1 | -11.4% | -20.7 | 3.4 | -4.4% | 0.2 | -4.6 | -2.7% | -1.7% | -33.2%
Cn1c(NNC(=O)c2cccc3ccccc23)cc(=O)n(C)c1=O | -7.8% | -8.5 | -2.0 | 8.9% | -0.4 | -2.1 | ? | 4.1% | -8.1%
CCN(CC)S(=O)(=O)c1cc(C(=O)c2nccn2C)ccc1Cl | 3.7% | 5.1 | 5.9 | 2.6% | -0.7 | 7.3 | 1.7% | 0.8% | -5.3%
COc1ccc(Cl)cc1NC(=O)C1CC(c2c(F)cccc2Cl)=NO1 (configuration not stated) | 2.2% | 28.2 | 4.7 | 3.9% | 1.1 | -4.7 | ? | -9.2% | -6.6%
C[C@H]1CN([C@@H](C)CO)C(=O)c2cccc(NS(=O)(=O)c3cn(C)cn3)c2O[C@H]1CN(C)S(C)(=O)=O | -14.1% | 6.0 | 4.5 | -0.5% | 0.2 | 0.0 | 8.1% | -0.4% | -1.0%
O=C(CN1C(=O)COc2ccc(S(=O)(=O)N3CCOCC3)cc21)NCc1ccco1 | -1.9% | 10.1 | 0.4 | -1.0% | -1.8 | 2.5 | 3.5% | 2.6% | -7.3%
Cc1sc2ncnc(SCC(=O)NC3CCCC3)c2c1C | -7.4% | 6.5 | 7.4 | 12.2% | -2.4 | -6.2 | -23.9% | 3.3% | -31.3%
COc1cc(NC(=S)NCCC(c2ccccc2)c2ccccc2)cc(OC)c1 | 32.9%[activator] | 1.0 | 12.5 | 5.2% | 12.2 | -3.6 | ? | ? | 39.8µM*
COc1ccc(C(CNC(=O)COc2ccc(F)cc2Cl)N2CCCCC2)cc1 (configuration not stated) | 1.1% | -26.2 | -0.2 | 1.3% | -2.6 | -14.0 | -13.7% | -22.9% | 4.8%
CCCCN(C)C(=O)c1cn(CC)c2ccc(S(=O)(=O)N(C)C)cc2c1=O | 4.4% | -11.8 | 16.8 | -1.6% | -2.6 | -5.4 | 15.8% | -12.8% | 12.2%
O=[N+]([O-])c1ccc(S(=O)(=O)NN=CCCc2ccccc2)cc1 | ? | -17.9 | -6.3 | 12.5% | -0.1 | -1.0 | -6.2% | 2.7% | -17.3%
CCn1c(Cc2ccc(OC)cc2)nnc1SCC(=O)Nc1nc2ccccc2s1 | -2.8% | -22.3 | 7.7 | -7.2% | 2.0 | 2.8 | -11.9% | 3.4% | -7.2%
Cc1cc(C)c(C(=O)C(C)OC(=O)Cc2n[nH]c(=O)c3ccccc23)cc1C (configuration not stated) | -1.6% | 4.1 | 2.9 | 6.5% | -3.7 | 3.9 | -16.3% | 4.8% | 3.1%
c1ccc(OCCSc2nnnn2-c2ccccc2)cc1 | -7.1% | -19.4 | 9.5 | 1.9% | -0.3 | -14.2 | ? | -8.6% | -7.8%
Cc1ccc(NCC(=O)N/N=C/c2ccc(C(=O)O)cc2)cc1 | -6.9% | -7.3 | 1.3 | -3.1% | -1.5 | 3.0 | 12.7% | 0.1% | -3.5%
Cc1cc(C(=O)Cn2cnc3cc(F)ccc3c2=O)c(C)n1C1CC1 | -5.5% | 14.8 | 2.3 | 7.6% | 0.4 | -2.0 | 7.8% | -0.8% | 12.8%
O=C(Nc1ccc(F)cc1)c1nn(-c2ccccc2)c(=O)cc1Cl | -15.9% | ? | 11.5 | -6.0% | 0.0 | 1.2 | ? | ? | -0.7%
CCn1nnnc1-c1ccc(OC)c(S(=O)(=O)Nc2ccc(C(=O)OC)cc2)c1 | -0.7% | -8.8 | . | -3.4% | -0.7 | -6.0 | 6.4% | 8.8% | -6.5%
COc1ccccc1N(C)S(=O)(=O)c1ccc(C(=O)N2CCCc3ccccc32)cc1 | 0.5% | 18.0 | -3.8 | 11.6% | -0.6 | 2.0 | ? | -4.5% | -1.2%
Cc1ccc(OCCC(=O)OCC(=O)NC(=O)NC2CCCC2)cc1 | -8.3% | -9.7 | 14.7 | -8.3% | -6.1 | -11.3 | -14.4% | 9.3% | -2.7%
CC(C)CCn1c(SCC(=O)NC2CC2)nc2cc(Cl)ccc2c1=O | -10.1% | -0.8 | 11.1 | -0.3% | -3.4 | -7.6 | -13.5% | -0.9% | -2.1%
COCC#Cc1cnc2c(c1)C(=O)N([C@H](C)CO)C[C@H](C)[C@@H](CN(C)S(=O)(=O)c1ccccc1)O2 | 2.1% | 24.1 | 3.9 | -0.4% | 0.8 | 5.6 | 19.1% | 1.6% | 4.3%
Cc1cc(C)n2nc(-c3cnn(C)c3C(F)(F)F)c(Cl)c2n1 | -2.1% | 11.6 | 2.2 | 22.8% | -1.2 | 1.3 | 0.0% | -15.2% | -1.9%
c1coc(-c2nc(-c3ccco3)c(-c3ccco3)nc2-c2ccco2)c1 | 11.9µM* | -26.5 | . | -4.4% | -1.6 | -10.3 | 7.3% | 54.9%[activator] | 20µM*
COc1ccc(OCCCn2cccc2/C=C2/C(=N)N3OC(C)=CC3=NC2=O)cc1 | -19.3% | ? | -4.0 | 12.2% | -1.0 | -2.1 | ? | -19.9% | -3.2%
C=CCNC(=O)CSc1ncc2c(n1)-c1c(csc1SC)CC2 | -10.4% | -9.9 | -10.7 | 16.6% | 0.9 | -27.3 | 2.9% | 21.8% | -30.5%
O=C1CSC(c2cccnc2)N1c1cccc(Cl)c1 (configuration not stated) | -5.7% | 13.4 | -9.6 | 4.3% | 0.2 | -1.5 | 16.2% | 2.8% | -1.9%
COc1ccccc1NC(=O)C(C)OC(=O)CC1CCCC1 (configuration not stated) | -5.2% | -5.8 | 1.5 | 9.2% | -5.0 | 3.1 | ? | -13.9% | 5.9%
COc1ccccc1N1CCN(C(=O)CSc2nc(N)cc(=O)[nH]2)CC1 | -10.5% | -13.1 | . | -13.4% | -0.3 | -41.5 | 0.0% | -20.5% | -3.1%
CCOc1cc(CNCc2cccs2)cc(Br)c1OC | -1.7% | 4.2 | -1.7 | 14.9% | 0.6 | -15.1 | ? | -10.0% | -1.7%
COc1cc(OC)c(NC(=O)CCNS(=O)(=O)c2ccc3c(c2)CC(C)N3C(C)=O)cc1Cl (configuration not stated) | -3.8% | -1.0 | 6.8 | -6.9% | -1.3 | -18.0 | 14.1% | -2.4% | -7.6%
Cc1ccnc(SC2CC(=O)N(c3ccc(F)cc3)C2=O)n1 (configuration not stated) | -23.7% | -8.2 | 3.4 | 0.8% | -0.7 | 3.9 | 13.4% | 7.8% | -26.0%

Overlap with the part before: five entries, then new ones.
SMILES | PLK1 PBD inh | DRD3 antagonist | PI5P4Ka inh | GLP-1R agonist | IL2 activator | D3 ag | GLP-1R inv ag | HEK293 tox | WRN inhibitor
COc1ccccc1NC(=O)C(C)OC(=O)CC1CCCC1 (configuration not stated) | -5.2% | -5.8 | 1.5 | 9.2% | -5.0 | 3.1 | ? | -13.9% | 5.9%
COc1ccccc1N1CCN(C(=O)CSc2nc(N)cc(=O)[nH]2)CC1 | -10.5% | -13.1 | . | -13.4% | -0.3 | -41.5 | 0.0% | -20.5% | -3.1%
CCOc1cc(CNCc2cccs2)cc(Br)c1OC | -1.7% | 4.2 | -1.7 | 14.9% | 0.6 | -15.1 | ? | -10.0% | -1.7%
COc1cc(OC)c(NC(=O)CCNS(=O)(=O)c2ccc3c(c2)CC(C)N3C(C)=O)cc1Cl (configuration not stated) | -3.8% | -1.0 | 6.8 | -6.9% | -1.3 | -18.0 | 14.1% | -2.4% | -7.6%
Cc1ccnc(SC2CC(=O)N(c3ccc(F)cc3)C2=O)n1 (configuration not stated) | -23.7% | -8.2 | 3.4 | 0.8% | -0.7 | 3.9 | 13.4% | 7.8% | -26.0%
CCOC(=O)c1ccc(S(=O)(=O)NNS(=O)(=O)c2ccc(C)cc2)cc1 | -14.0% | -0.5 | 2.4 | -1.4% | -2.7 | 3.2 | 5.1% | 11.0% | 9.5%
O=C(Cn1c(=O)n(Cc2ccc(C(=O)NCc3ccc4c(c3)OCO4)cc2)c(=O)c2ccccc21)Nc1ccccc1F | . | . | . | -0.8% | . | -4.6 | 23.1% | 4.0% | .
O=C(Nc1nnc(COc2ccc(Cl)cc2)s1)c1cccs1 | 2.67µM* | -20.1 | -57.0* | 2.1% | -0.1 | -8.1 | -0.8% | 1.6% | -30.9%
O=C(COc1ccccc1)N1CCN=C1c1ccccc1 | -7.3% | -21.1 | 3.3 | -7.6% | -2.1 | 1.1 | -11.7% | -0.8% | 0.4%
COC(=O)c1ccc(CNC(=O)C2CCC(=O)N(C3CCCCCC3)C2)cc1 (configuration not stated) | -3.3% | 4.2 | -0.5 | 8.8% | -0.3 | 1.1 | 5.9% | 0.4% | -7.0%
CCc1nnc(NC(=O)c2cc(-c3ccncc3)nc3ccccc23)s1 | -18.5% | 6.3 | -2.5 | -0.7% | -0.1 | 4.6 | -1.8% | 1.4% | 2.8%
